High-throughput results from PubChem BioAssay.
TbREL1 primary: TbREL1 inhibition, primary screen. TbREL1 RNA ligation, FRET fluorescence. AID 1117264. P86926. inhibition, % at 9.66 µM. 89,000 compounds, 0.49% hits;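 active = inhibition above the mean inhibition across all screened compounds plus 3 SD, cut at about 11% in these data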;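 also: 0% = plate median of test wells and 100% = NSC42067 control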
Target sequence (P86926 whole entry, looked up): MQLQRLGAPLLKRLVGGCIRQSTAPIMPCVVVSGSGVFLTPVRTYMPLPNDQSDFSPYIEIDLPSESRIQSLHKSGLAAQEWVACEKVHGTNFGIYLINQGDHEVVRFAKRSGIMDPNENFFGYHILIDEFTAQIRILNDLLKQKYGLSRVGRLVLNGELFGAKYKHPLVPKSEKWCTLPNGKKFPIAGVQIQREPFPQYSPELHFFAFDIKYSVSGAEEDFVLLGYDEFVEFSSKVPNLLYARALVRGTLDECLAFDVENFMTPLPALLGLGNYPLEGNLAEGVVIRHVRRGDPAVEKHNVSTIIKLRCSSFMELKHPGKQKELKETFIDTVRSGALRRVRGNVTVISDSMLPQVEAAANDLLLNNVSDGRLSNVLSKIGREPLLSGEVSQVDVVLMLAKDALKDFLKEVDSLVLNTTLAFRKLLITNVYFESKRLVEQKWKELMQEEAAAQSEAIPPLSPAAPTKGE
* marks the source's active call; other numbers are inactive results. This is a subset; the hit share may differ from the screen's.

A first look, five compounds:
TbREL1 primary	SMILES
3	COc1ccccc1N1CCN(C2CCCN(C(=O)CCn3cncn3)C2)CC1 (stereo unspecified)
-3	S=c1[nH]nc(-c2ccccc2)o1
0	CCC(C)(C(=O)NC1CCCCC1)N(C(=O)c1ccccn1)c1ccccc1 (stereo unspecified)
-2	COc1ccc(NS(=O)(=O)c2cccc(C(=O)N3CCCCCC3)c2)cc1
6	CSc1nc2c(c(=O)[nH]1)C(c1ccccc1Cl)CC(=O)N2 (stereo unspecified)

Results (from the top)
TbREL1 primary	SMILES
3	COc1ccccc1N1CCN(C2CCCN(C(=O)CCn3cncn3)C2)CC1 (stereo unspecified)
-3	S=c1[nH]nc(-c2ccccc2)o1
0	CCC(C)(C(=O)NC1CCCCC1)N(C(=O)c1ccccn1)c1ccccc1 (stereo unspecified)
-2	COc1ccc(NS(=O)(=O)c2cccc(C(=O)N3CCCCCC3)c2)cc1
6	CSc1nc2c(c(=O)[nH]1)C(c1ccccc1Cl)CC(=O)N2 (stereo unspecified)
0	Fc1ccccc1Nc1nc(N2CCOCC2)nc(N2CCOCC2)n1
0	COCc1cc(=O)[nH]c(-c2ccc(C(F)(F)F)cc2)n1
-1	C[C@H]1COC(=O)[C@@H](Cc2ccc(F)cc2)C/C=C\C[C@@H](CC(=O)NCCO)C(=O)N1
7	O=C(O)c1ccccc1C(=O)N1CC=C(c2ccccc2)CC1
0	CC(C)C(NC(=O)C1CCCCC1)C(=O)N1CCN(c2ccc(F)cc2)CC1 (stereo unspecified)
1	COc1ccccc1NC(=O)Cn1nc(C(F)(F)F)c2c1CCCC2
-2	CN1CCN(C(=O)CSc2nnc(COc3ccccc3)o2)CC1
-3	CCOC(=O)[C@H](CCc1ccccc1)N[C@@H](C)C(=O)N1Cc2cc(OC)c(OC)cc2C[C@H]1C(=O)O
-1	O=C(CSc1nnc(-c2cccs2)n1CC1CCCO1)N1CCCC1 (stereo unspecified)
-2	COCCCN=Cc1c(-c2ccccc2)[nH]n(-c2nc3ccccc3s2)c1=O
2	O=C(COC(=O)C1CCCCC1)Nc1cc([N+](=O)[O-])ccc1F
3	Cc1cc(C)c(C#N)c(OCC(=O)c2ccc(Br)cc2)n1
-1	CC(=O)Nc1ccc(-n2nnnc2SCC(=O)NC2CCCC2)cc1
4	CCN(C(=O)COc1cc(OC)ccc1C(C)=O)C1CCS(=O)(=O)C1 (stereo unspecified)
-5	COc1ccc(Cl)cc1NC(=O)CN(C)CC(=O)Nc1ccccc1N1CCOCC1
-4	O=C(NCC1COc2ccccc2O1)C1CCCN(S(=O)(=O)c2cccc3cccnc23)C1 (stereo unspecified)
1	CCN1C(=O)N[C@@H](c2cccc(C(F)(F)F)c2)C(C(=O)OC)=C1C
2	CN(C(=O)COc1cc(=O)n(C)c2ccccc12)c1cccc(Cl)c1
4	CCCCC1CCC(C(=O)OCC(=O)Nc2ccc(S(N)(=O)=O)cc2)CC1 (stereo unspecified)
0	COc1ccc(OC(C)C(=O)Nc2cccc([N+](=O)[O-])c2)cc1 (stereo unspecified)
-3	CCCCCCCN1CCC(=O)N([C@H](CO)CC(C)C)CC1
3	CC(C)(CNC(=O)c1cccc(F)c1)CNC(=O)c1cccc(F)c1
-1	CN(C)c1nc(N)nc(CSc2ncc(Cl)cc2Cl)n1
-1	Cc1ccc(C2C=C(c3ccccc3)Nc3ncnn32)cc1 (stereo unspecified)
2	O=C(NCc1ccc(Cl)cc1)c1ccc(N2CCCC2=O)cc1
2	CCC1(NC(C)=O)CC2CC1CC2NC(C)=O (stereo unspecified)
-2	CCN(CC)S(=O)(=O)c1ccc(C(=O)OCC(=O)N2CCOCC2)cc1
2	CC(C)c1ccc(C2CC(=O)c3cnc(N4CCc5ccccc5C4)nc3C2)cc1 (stereo unspecified)
-3	CC1CCCN(C(=O)N2c3ccccc3Sc3ccccc32)C1 (stereo unspecified)
10	CC/C(=N\Nc1ccccc1[N+](=O)[O-])c1ccc(O)cc1
1	COc1ccccc1S(=O)Cc1ccc(C(=O)NC2CCCC2)o1 (stereo unspecified)
1	O=C(Cn1nnc(-c2ccc(S(=O)(=O)N3CCCC3)cc2)n1)NCC1CCCO1 (stereo unspecified)
4	O=c1c(-c2nnc(SCc3ccc(Cl)cc3Cl)o2)cccn1Cc1ccccc1
-2	O=C(C1CCCC1)N1CCC(CC2CC(c3ccc(Cl)cc3)=NO2)(C(=O)NCC2CCCCC2)CC1 (stereo unspecified)
-1	Nc1c(C(=O)CSc2nccn2-c2ccc(Cl)cc2)c(=O)[nH]c(=O)n1C1CC1
-3	O=C(Cn1nc(-c2ccccc2)ccc1=O)Nc1ccc(N2CCN(C(=O)c3ccccc3)CC2)cc1
-1	COc1ccc(N2CCN(C3CCCN(S(=O)(=O)c4ccccc4)C3)CC2)cc1 (stereo unspecified)
2	CCCCn1c(SCN2C(=O)c3ccccc3C2=O)nc2cc(S(N)(=O)=O)ccc21
-2	CC1CCc2sc(C(=O)NCC3CCCO3)cc2C1 (stereo unspecified)
-1	Cc1cc2ncn(CC(C)C)c2cc1C
1	CC1=CC(C)=Nc2ccc(C)cc2N1
-4	Cc1cc(-c2cc(C(=O)Nc3ccccc3)on2)nc(NCC2CC2)n1
4	O=C(Nc1ccc(CSc2ccccc2)cc1)c1ccco1
0	CS(=O)(=O)N1c2ccccc2[C@]2([C@@]34C[C@H]5C(=O)N[C@@H](Cc6ccccc6)C(=O)N5[C@@H]3N(S(C)(=O)=O)c3ccccc34)C[C@H]3C(=O)N[C@@H](Cc4ccccc4)C(=O)N3[C@H]12
7	Cc1ccc(S(=O)(=O)N2CCC(c3nc4ccccc4o3)CC2)s1
-1	COc1cccc(-n2ccnc2SCC(=O)Nc2cc(OC)ccc2OC)c1
3	O=C(/C(=C/O)N=Nc1ccccc1)c1ccco1
-2	O=C(Cc1ccc(F)cc1)NC(Cc1c[nH]c2ccccc12)C(=O)O (stereo unspecified)
-2	Cc1noc(C)c1COC(=O)CCCOc1ccc(Cl)cc1Cl
7	CCOc1nc(CC)nc(NC(=O)NS(=O)(=O)c2ccccc2Cl)n1
1	CC(=O)OC(C(=O)NCS(=O)(=O)c1ccc(C)cc1)c1cccnc1 (stereo unspecified)
1	Cc1cccc(C2=NN(c3ccccc3)[C@H](CO)[C@H]2c2ccc(Cl)cc2)c1
-1	COc1ccc(N2CC(C(=O)N[C@@H](CC(C)C)C(=O)NC3CCCC3)CC2=O)cc1 (stereo partly specified)
4	CCCCOc1ccc(C(=O)NCc2ccncc2)cc1
-5	CC(C)(C)NC(=O)C(c1ccncc1)N(CC1CCCO1)C(=O)Cn1nnc(-c2ccc(F)cc2)n1 (stereo unspecified)

Random excerpt: 3 records from the list
TbREL1 primary	SMILES
1	CCN1C(=O)N[C@@H](c2cccc(C(F)(F)F)c2)C(C(=O)OC)=C1C
7	O=C(O)c1ccccc1C(=O)N1CC=C(c2ccccc2)CC1
1	CC1=CC(C)=Nc2ccc(C)cc2N1

(next part)
TbREL1 primary	SMILES
-1	CCOc1ccc(C(=O)NCC(=O)OCC(=O)N(C)CC(=O)Nc2ccccc2CC)cc1OCC
7	COc1ccc(C2C(=O)N(C3CCCCC3)CC(=O)N2CCc2ccccc2)cc1OC (stereo unspecified)
-1	CC[C@@H](C(=O)n1nc(C)cc1C)[C@H](NS(=O)(=O)c1ccc(C)cc1)c1ccccc1
-3	COCCCn1c(SCc2nnc(-c3ccccc3)o2)nc2sc3c(c2c1=O)CCC3
1	Cc1ccc2c(c1)N(CC(=O)N1CCOCC1)C(=O)CO2
8	CC(C)C[C@H](NC(=O)c1nc[nH]c1C(=O)NC(c1ccccc1)c1ccccc1)C(=O)OC(C)(C)C
1	COc1ccc([N+](=O)[O-])cc1/C=N/NC(=O)c1nonc1N
-6	COc1ccc(N2CCN(C(=O)CCCn3c(=S)[nH]c4cc5c(cc4c3=O)OCO5)CC2)cc1
2	Cc1cc(NC(=O)CSc2ccc3nnc(-c4ccc(Cl)cc4)n3n2)no1
1	COc1cccc(NC(=O)C2C3C=CC4(O3)C2C(=O)N(CCCN2CCCCC2)C4C(=O)NC2CCCCC2)c1 (stereo unspecified)
1	Cc1nn(-c2cccc(Cl)c2)c2nc(-c3ccco3)cc(C(=O)O)c12
5	COC(=O)[C@]12C[C@H](CC(=O)N3CCN(C(=O)C4CC4)CC3)C(=O)N(Cc3cccc4ccccc34)C1=C[C@H](C(C)C)O[C@@H]2C1CC1
-5	Cc1ccc(S(=O)(=O)NC(=O)c2cc(C)n(CCCN3CCOCC3)c2C)cc1
4	CN(CCCC1CCCC1)C(=O)CC1C(=O)NCCN1Cc1ccc(F)cc1 (stereo unspecified)
0	Cc1ccc(C)c(NC(=O)C2(C)CCCN2C(=O)C(C)C)c1 (stereo unspecified)
-1	C=CC[C@@H](CC(=O)N(CCO)Cc1ccccc1)C(=O)N[C@H](COC(=O)[C@@H](CC=C)CC(=O)OC(C)(C)C)C(C)(C)C
-1	Cc1nc(NC(=O)c2ccccc2)sc1-c1csc(NCCc2ccccc2)n1
4	O=C(Nc1ccccc1C(=O)Nc1nncs1)c1ccccc1
3	CCOc1ccc(NC(=O)C2CC(=O)NC(N3CCc4ccccc43)=N2)cc1 (stereo unspecified)
1	O=C(CSc1nnnn1-c1ccccc1)N1CCNC1=O
3	CCOc1cc(CN2CCN(C(=O)CC(C)C)CC2)ccc1OC
3	COc1ccccc1OCc1ccc(C(=O)N2CCCCC2)o1
1	O=CN1CCN(C2CC(=O)N(c3ccc(Br)cc3)C2=O)CC1 (stereo unspecified)
0	COc1ccccc1OCC(=O)N/N=C1/SCC(=O)N1Cc1ccccc1
3	CCN(C(=O)c1cnc(OC)cc1C(F)(F)F)c1ccc(Cl)cc1Cl
-2	CN(c1ccccc1C(=O)N1CCOCC1)S(C)(=O)=O
3	COc1ccc(S(=O)(=O)N2CCN(CC(O)CN3CCOCC3)CC2)cc1 (stereo unspecified)
2	Cc1ccc(S(=O)(=O)NCCC(=O)O)cc1
4	O=C(O)c1nnn(-c2cccc(C(F)(F)F)c2)c1-c1ccccc1
4	CCOc1cccc(C2/C(=C(\O)c3ccc4c(c3)OCCO4)C(=O)C(=O)N2Cc2ccncc2)c1 (stereo unspecified)
-2	COc1ccc(NC(=O)CCCn2c(=O)c3sccc3n(Cc3ccccc3C)c2=O)cc1
6	Cc1cc2c(C)ccc(C)c2nc1SCC(=O)c1cccs1
-4	Cc1ccc(COc2ccsc2-c2n[nH]c(=S)n2C)cc1
11	C/C=C/c1ccc(OCCCNC(C)CC)c(OC)c1 (stereo unspecified)
0	COc1ccc(-c2cc(=O)oc3c(C)c(OC(C)C(C)=O)ccc23)cc1 (stereo unspecified)
-5	Cn1cc(/C=C/C(=O)N2CCCC(C(=O)c3ccc(C(C)(C)C)cc3)C2)cn1 (stereo unspecified)
-2	O=C(N[C@@H](Cc1cccnc1)C(=O)N1CCC[C@H]1C(=O)NC1CCCC1)c1ccccc1
1	O=C(c1ccccc1Cl)N(C(=O)c1ccccc1Cl)c1nccc(-c2cccs2)n1
-2	N#CC1(NC(=O)COC(=O)C2CCN(S(=O)(=O)c3ccc4c(c3)OCCO4)CC2)CCCCC1
-1	COCCC(=O)N1CCC(Oc2ccc(C(=O)N(C)C(C)c3ccon3)cc2)CC1 (stereo unspecified)
0	CSCCC1NC(=O)N(CC(=O)Nc2cc(C)on2)C1=O (stereo unspecified)
4	N#CC1(NC(=O)CSc2nnc(C3CC3)n2N)CCCCC1
3	CC(C)CC(=O)Nc1ccnn1C1CCN(C(=O)c2ccccc2F)CC1
0	Nc1nc2ccc([N+](=O)[O-])c(N)c2s1
0	C/C(=N\NC(=O)c1cccc(S(=O)(=O)N2CCOCC2)c1)c1ccc(OC(F)F)cc1
2	Cc1ccc(C2C(C#N)=C(N)Oc3n[nH]c(C)c32)cc1 (stereo unspecified)
-1	CCn1c(SCC(=O)c2ccc3c(c2)Cc2ccccc2-3)nnc1-c1ccc(N)cc1
-5	CC(=O)NC(=S)Nc1cc(C(F)(F)F)ccc1N1CCOCC1
0	COc1ccc([C@H]2CC(=O)C=C(c3cccc(OC)c3OC)C2)cc1OC
0	CCOC(=O)c1ccc(NC(=O)c2c(NCc3ccccc3)[nH]c(=O)[nH]c2=O)cc1
1	CCOC(=O)c1ccc(NC(=O)CCc2nc(-c3ccc(C)cc3)no2)cc1
3	CC(NC(=O)c1cccc(S(=O)(=O)N(C)c2ccccc2)c1)c1cccnc1 (stereo unspecified)
3	Cc1sc(NC(=O)/C=C/c2ccc3c(c2)OCO3)nc1-c1ccccc1
8	CN(c1ccc(C(=O)Nc2ccc3c(c2)OCO3)cc1)S(C)(=O)=O

Single entries from the list:
N#CC1(NC(=O)CSc2nnc(C3CC3)n2N)CCCCC1 in TbREL1 primary has 4
CC(NC(=O)c1cccc(S(=O)(=O)N(C)c2ccccc2)c1)c1cccnc1 (stereo unspecified) in TbREL1 primary has 3
CCOC(=O)c1ccc(NC(=O)c2c(NCc3ccccc3)[nH]c(=O)[nH]c2=O)cc1 in TbREL1 primary has 0
Cn1cc(/C=C/C(=O)N2CCCC(C(=O)c3ccc(C(C)(C)C)cc3)C2)cn1 (stereo unspecified) in TbREL1 primary has -5
Cc1cc2c(C)ccc(C)c2nc1SCC(=O)c1cccs1 in TbREL1 primary has 6
